Screening data (PubChem)
FadD28 FP inh: M. tuberculosis FadD28 bisubstrate binding inhibition; inhibition, % at 12.5 µM; AID 588549; 0.22% of 360,000 active; FadD28 bisubstrate probe binding, fluorescence polarization; in the data active means inhibition above about 8.5%, passing the limit was not always enough
GDH-TPI inh: inhibits GDH-TPI coupling enzymes, artifact for Mtb FBA screen; GDH-TPI coupled enzyme counterscreen, NADH absorbance; inhibition, % at 4.8 µM; 1.2% of 360,000 active; in the data active means inhibition above about 30%;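 further: 0% = DMSO wells and 100% = wells lacking the enzyme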
Yp Topo-I inh: blocks Yersinia pestis topoisomerase I activity; Y. pestis Topo-I cleavage product accumulation, plate reader; activity, % at 10 µM; 0.064% of 360,000 active; AID 504884; in the data active means activity above about 50%, passing the limit was not always enough; further: inactives centre near 2
Mtb UGM inh: blocks M. tuberculosis UGM enzyme. P9WIQ1. purified UGM, fluorescence polarization probe displacement. inhibition, % at 10 µM. 0.06% of 320,000 active; in the data active means inhibition above about 10%, passing the limit was not always enough
Target sequence (P9WIQ1 whole entry, looked up): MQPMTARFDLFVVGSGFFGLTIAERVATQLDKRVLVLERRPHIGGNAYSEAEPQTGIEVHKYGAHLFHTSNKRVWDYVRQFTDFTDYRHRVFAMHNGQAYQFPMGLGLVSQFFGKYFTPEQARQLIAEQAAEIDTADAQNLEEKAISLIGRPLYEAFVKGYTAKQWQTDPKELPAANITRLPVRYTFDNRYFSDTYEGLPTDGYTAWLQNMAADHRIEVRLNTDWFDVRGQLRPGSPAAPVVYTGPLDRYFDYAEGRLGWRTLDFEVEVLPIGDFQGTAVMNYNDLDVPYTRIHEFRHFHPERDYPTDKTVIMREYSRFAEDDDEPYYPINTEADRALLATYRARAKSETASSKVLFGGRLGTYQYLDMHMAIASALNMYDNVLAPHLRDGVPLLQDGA
PfHsp40 rescue: restores yeast growth despite PfHsp40 toxicity; S. cerevisiae expressing PfHsp40, growth rescue, ATP luminescence; growth rescue, % at 12.5 µM; 0.68% of 340,000 active; in the data active means growth rescue above about 28%, passing the limit was not always enough;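 further: yeast W303a lacking pdr1 and pdr3 grown in galactose medium; growth measured after three days at 30 °C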
Vc quorum ag: inducers of Vibrio cholerae quorum light production without autoinducers; AID 588436; V. cholerae BH1578 lux reporter, luminescence, 6 h; activation, % at 18.7 µM; 0.16% of 350,000 active; in the data active means activation mostly above about 9.7%, no sharp cut-off; further: not every result past the cut was called active; inactives centre near 0; reference of the scale not given here
TcdB inh: TcdB glycohydrolase inhibition | 0.24% of 350,000 active | AID 652162 | inhibition, % at 9.99 µM | P18177 | TcdB glycohydrolase enzymatic assay, plate reader; in the data active means inhibition above about 10%
BioA inh: blocks M. tuberculosis BioA enzyme activity; inhibition, % at 9.99 µM; purified M. tuberculosis BioA enzyme, plate reader; AID 602481; 0.096% of 360,000 active; in the data active means inhibition above about 40%
Mtb FBA inh: inhibitors of M. tuberculosis fructose-bisphosphate aldolase. purified M. tuberculosis FBA, fluorescence read-out. inhibition, % at 1 µM. 2.3% of 360,000 active. AID 588726; in the data active means inhibition above about 27%;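 further: 0% = vehicle and 100% = reference inhibitor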
Target sequence (P9WQA3 whole entry, looked up): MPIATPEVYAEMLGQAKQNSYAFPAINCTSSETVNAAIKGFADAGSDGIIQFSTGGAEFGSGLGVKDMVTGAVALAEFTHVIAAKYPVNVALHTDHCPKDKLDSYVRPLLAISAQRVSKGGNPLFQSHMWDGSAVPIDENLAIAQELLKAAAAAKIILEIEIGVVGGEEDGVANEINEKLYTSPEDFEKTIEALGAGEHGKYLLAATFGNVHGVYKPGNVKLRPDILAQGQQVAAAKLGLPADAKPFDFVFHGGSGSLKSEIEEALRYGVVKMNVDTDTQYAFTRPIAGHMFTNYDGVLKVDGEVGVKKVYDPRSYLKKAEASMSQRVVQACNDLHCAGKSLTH
The depositor's hits bear a star; i = inactive; nt = not tested or not shown; & = joins results of further samples.

SMILES | FadD28 FP inh | GDH-TPI inh | Yp Topo-I inh | Mtb UGM inh | PfHsp40 rescue | Vc quorum ag | TcdB inh | BioA inh | Mtb FBA inh
CC(C)CNC(=O)c1cc(-c2ccc(Cl)c(Cl)c2)on1 | -4.5 | -1 | 1 | -0.4 | -0.9 | 0.0 | 0.7 | nt | -2
Cc1ccccc1Cn1cc(NC(=O)c2cc(-c3ccco3)on2)cn1 | -0.5 | 19 | -9 | 7.8 | 0.5 | i | 0.0 | nt | 3
COc1ccc(/C=N/NC(=O)c2ccc(C)cc2)cc1CN1CCN(c2ccc(F)cc2)CC1 | -2.1 | 1 | 0 | 3.3 | 0.9 | -0.6 | 0.5 | -0.4 | -1
O=C(Oc1cccc(C(=S)N2CCOCC2)c1)c1ccc([N+](=O)[O-])cc1 | -0.7 | 12 | -3 | -0.7 | -0.7 | -2.2 | 0.6 | 0.1 | -1
CC1(N2CCOCC2)C(=O)c2ccccc2C1=O | -0.9 | -4 | -6 | 3.2 | 1.3 | -5.6 | 1.0 | nt | -1
COc1cccc(OCc2nn3c(=O)c(-c4ccccc4)nnc3s2)c1 | 0.2 | 12 | -2 | 0.7 | 0.4 | i | 0.0 | 0.2 | -1
Cc1cnc(C(=O)OCC(=O)c2ccccc2)cn1 | 0.8 | 9 | 0 | 0.8 | -0.2 | 10 | 1.4 | nt | 4
Cn1cc(C(C[N+](=O)[O-])c2ccccc2)c2ccccc21 (stereo not drawn) | -0.3 | 2 | 12 | -3.0 | 0.3 | 0.6 | 0.7 | 1.0 | 1
Cc1cnc(NC(=O)c2ccc3c(c2)C(=O)N(Cc2cccnc2)C3=O)s1 | -0.1 | 8 | -5 | 3.1 | -0.2 | nt | 1.5 | -1.7 | 2
COc1ccc(-c2nn(-c3ccccc3)cc2C(=O)N(C)C)cc1 | 1.8 | -3 | 9 | -1.4 | 1.2 | 0.5 | 0.1 | 0.5 | 0
O=C(NCc1ccco1)c1ccccc1NC(=O)C1CC(=O)N(c2ccc(Cl)cc2)C1 (stereo not drawn) | -5.1 | 0 | 10 | -0.5 | 4.2 | i | nt | 2.2 | 0
CCOC(=O)c1c(NC(=O)COC(=O)c2ccccc2NC)sc(C(=O)N(C)C)c1C | -1.9 | 3 | -2 | -3.4 | -2.1 | i | 1.2 | -0.5 | 22
Cc1cc2ccccc2c(=O)n1CC(=O)N1CCN(c2cccc(Cl)c2)CC1 | -4.9 | 1 | 45 | 0.6 | -0.6 | 6.7 | nt | -0.4 | 3
CC1CC(C)(O)CC(C(O)CC2CC(=O)NC(=O)C2)C1=O (stereo not drawn) | -0.2 | 7 | 7 | nt | 20 | i | 0.1 | nt | 1
O=C(Cn1c(=O)oc2ccccc21)Nc1ccccc1N1CCOCC1 | 0.3 | -4 | 0 | -0.8 | -1.7 | i | 0.4 | -0.6 | 1
Cc1noc(C)c1CSc1nnc(-c2ccccc2)n1Cc1ccco1 | -2.8 | 11 | -3 | -4.7 | -0.6 | i | nt | 8.8 | 0
CCOc1cc(S(=O)(=O)N2CCC(c3nc4ccccc4s3)CC2)c(OCC)cc1S(=O)(=O)N1CCCCC1 | -2.7 | -4 | 3 | 0.0 | 0.3 | -0.5 | -0.6 | 1.0 | 4
Cc1ccccc1CSc1nsc(N)n1 | -2.8 | -5 | -6 | -0.7 | 0.5 | -1.3 | nt | 1.4 | 0
NC(=S)N/N=C/c1c[nH]c2ccccc12 | -3.7 | 56* | -13 | -1.3 | -0.2 | -3.7 | 1.0 | -0.9 | -1
Cc1ccc(/C=C2\C(=O)NC(=S)N(c3ccccc3F)C2=O)s1 | -4.8 | -5 | -7 | -2.8 | 2.6 | i | nt | nt | -3
COc1cc(OC)c2c(C)cc(=O)oc2c1C(CCN1CCOCC1)c1ccc(N(C)C)cc1 (stereo not drawn) | 0.4 | 16 | -6 | 0.5 | 1.6 | -0.7 | -5.6 | -1.3 | 3
O=C(CSc1nnc(NC(=O)c2ccco2)s1)Nc1ccc(F)cc1 | -0.6 | 22 | -9 | -2.0 | -0.8 | -0.3 | 0.7 | -4.8 | 0
COc1ccccc1CCNC(=O)c1cc(-c2ccncc2)nc2ccc(Br)cc12 | 0.3 | 2 | 16 | nt | 1.4 | -0.3 | -0.2 | -1.4 | -3
CC1(C)C(=O)OC(/C=C/c2cccc([N+](=O)[O-])c2)C(C)(C)C1=O (stereo not drawn) | -1.4 | 8 | 0 | 2.1 | 0.5 | -0.5 | 0.4 | nt | -2
COc1ccc(C(=O)NNC(=O)c2ccc(S(=O)(=O)N3CCCCC3)cc2)cc1 | -1.1 | 11 | 2 | -1.0 | -0.4 | i | -1.0 | nt | 6
CCCC(c1nnnn1CC1CCCO1)N1CCN(c2nc3ccccc3s2)CC1 (stereo not drawn) | -2.5 | 7 | 5 | -1.7 | -1.5 | i | nt | 7.8 | 0
CCCNC(=O)NC(=O)COC(=O)c1ccc(OC)c(S(=O)(=O)N2CCCc3ccccc32)c1 | -2.2 | -3 | 11 | 0.5 | 3.2 | i | nt | -0.6 | 10
O=C1C(Cl)=C(NC2CCCCC2)C(=O)N1Cc1ccccc1 | -4.3 | -4 | -1 | 0.9 | 0.5 | -0.5 | 2.1 | nt | -7
O=C(Cc1n[nH]c(=O)[nH]c1=O)N/N=C/c1ccccc1O | -1.1 | 9 | 2 | -2.1 | -0.9 | 12 | 0.6 | -0.1 | 2
COc1cc(C=O)ccc1OC(=O)Nc1ccccc1 | -1.4 | 52* | 2 | -1.8 | -1.1 | i | 0.5 | 6.8 | 1
C[C@@H]1COC(=O)[C@H](Cc2ccc(F)cc2)CC/C=C/C[C@@H](CC(=O)N[C@H](CO)Cc2ccccc2)C(=O)N1 | -4.6 | 0 | 25 | -1.0 | -1.3 | 0.8 | 1.5 | -0.9 | 0
Cc1ccccc1C(=O)NCCCNC(=O)c1ccco1 | -1.9 | -10 | -1 | -0.4 | -1.1 | -0.3 | 0.3 | 4.6 | -1
C#CCn1c(=NC(=O)CN2C(=O)CCC2=O)sc2cc(S(N)(=O)=O)ccc21 | -1.7 | 12 | -1 | -1.1 | -1.9 | -1.6 | nt | 2.3 | 3
O/N=C1/C2C3C(Br)C4C5CC(C1C53)C24 (stereo not drawn) | 0.3 | 3 | -3 | -1.3 | -1.8 | -0.2 | nt | nt | -2
CC(NC(=O)Cc1cccc2ccccc12)C(=O)N1CCC(=O)CC1 (stereo not drawn) | 0.1 | -4 | 6 | 1.5 | 0.8 | -0.3 | 1.2 | nt | 0
COc1ccc(OCc2cc(C(=O)N(Cc3nccn3C)C(C)C)no2)c2ccccc12 | -1.7 | 8 | 16 | -1.1 | 0.0 | -1.0 | -0.6 | -0.4 | -1
O=S(=O)(c1ccccc1)N1N=C(c2ccc(O)cc2)CC1c1ccco1 (stereo not drawn) | 0.1 | 12 | -6 | 0.0 | 0.4 | -1.6 | -1.3 | 1.0 | 6
CS(=O)(=O)N(CC(=O)N1CCc2ccccc2C1)Cc1ccc(Cl)cc1 | -1.6 | 5 | 2 | 0.4 | -0.3 | i | nt | 1.4 | 3
CCOC(=O)c1c(NC(=S)SC)sc(C(=O)N2CCc3ccccc3C2)c1C | -2.7 | 2 | 28 | nt | nt | i | 0.5 | 0.1 | -1
COC(=O)c1ccccc1NC(=S)NC(=O)c1ccccc1 | -1.1 | 9 | -7 | 0.1 | 0.5 | i | nt | -4.1 | 2

Arranged by number of heavy atoms (largest number first): six of the compounds above
SMILES | FadD28 FP inh | GDH-TPI inh | Yp Topo-I inh | Mtb UGM inh | PfHsp40 rescue | Vc quorum ag | TcdB inh | BioA inh | Mtb FBA inh
COc1cc(OC)c2c(C)cc(=O)oc2c1C(CCN1CCOCC1)c1ccc(N(C)C)cc1 (stereo not drawn) | 0.4 | 16 | -6 | 0.5 | 1.6 | -0.7 | -5.6 | -1.3 | 3
CCCC(c1nnnn1CC1CCCO1)N1CCN(c2nc3ccccc3s2)CC1 (stereo not drawn) | -2.5 | 7 | 5 | -1.7 | -1.5 | i | nt | 7.8 | 0
COc1ccc(C(=O)NNC(=O)c2ccc(S(=O)(=O)N3CCCCC3)cc2)cc1 | -1.1 | 11 | 2 | -1.0 | -0.4 | i | -1.0 | nt | 6
CC(NC(=O)Cc1cccc2ccccc12)C(=O)N1CCC(=O)CC1 (stereo not drawn) | 0.1 | -4 | 6 | 1.5 | 0.8 | -0.3 | 1.2 | nt | 0
COC(=O)c1ccccc1NC(=S)NC(=O)c1ccccc1 | -1.1 | 9 | -7 | 0.1 | 0.5 | i | nt | -4.1 | 2
COc1cc(C=O)ccc1OC(=O)Nc1ccccc1 | -1.4 | 52* | 2 | -1.8 | -1.1 | i | 0.5 | 6.8 | 1

Next part:
SMILES | FadD28 FP inh | GDH-TPI inh | Yp Topo-I inh | Mtb UGM inh | PfHsp40 rescue | Vc quorum ag | TcdB inh | BioA inh | Mtb FBA inh
CN(C)/C=N/c1c(C#N)cnn1C | -1.9 | 2 | -1 | 1.4 | -1.7 | i | 0.0 | 1.2 | 6
CCCn1c(S(=O)(=O)O)nc2ccccc21 | -2.5 | 2 | -4 | 0.2 | 0.2 | -0.3 | 3.7 | -1.0 | 3
Cc1ccc(S(=O)(=O)NCC(=O)OC(C)C(=O)c2ccccc2)cc1 (stereo not drawn) | -0.5 | 5 | 1 | -1.2 | 0.5 | i | 2.6 | -3.9 | 2
FC(F)Oc1ccc(-n2cc(-c3ccccc3)[n+]3c2CCCCC3)cc1 | -2.8 | 11 | 3 | -0.6 | 1.8 | -0.5 | 2.5 | nt | 0
O=S(=O)(O)c1cccc2cccc(Nc3ccccc3)c12 | 81* | 31* | 1 | -0.9 | 7.0 | i | -1.0 | 6.1 | 95*
COc1cc(/C=C/C(=O)Nc2cccnc2)cc(OC)c1OC | -4.6 | 24 | 3 | 6.1 | 1.9 | -0.2 | 2.1 | 50* | 10
CCOc1ccc(C(C(=O)NCC2CCCO2)N(Cc2cccc(OC)c2)C(=O)c2snc(C(N)=O)c2N)cc1 (stereo not drawn) | -3.9 | 9 | 14 | 4.6 | -0.8 | -0.5 | 1.0 | -2.7 | 9
CCOC(=O)c1ccc(N2C(=O)c3n[nH]c(C)c3C2c2ccc(O)cc2)cc1 (stereo not drawn) | -19 | 7 | -5 | -1.2 | 1.1 | i | nt | 28 | 1
C=CCOC(=O)C1=C[C@H](c2csc3ccccc23)C[C@H](OCCCCO)O1 | -1.7 | 7 | 20 | -0.8 | 0.2 | i | -6.0&-0.1 | 1.1&-1.5 | 6
COc1ccc(C2c3sc(=O)[nH]c3SC3C(=O)N(c4ccccc4)C(=O)C32)cc1 (stereo not drawn) | 0.5 | 19 | 4 | 0.8 | -0.9 | i | -6.5 | 3.4 | 8
CN1CCN(C(=O)c2ccc(NS(=O)(=O)c3cccc([N+](=O)[O-])c3)cc2)CC1 | 0.6 | -4 | 7 | nt | -0.5 | -0.4 | 0.8 | 0.5 | -2
Cc1cccc(NC(=O)c2ccc(N3C(=O)C4C5C=CC(C6CC56)C4C3=O)cc2)c1 (stereo not drawn) | -0.9 | -7 | 7 | -1.2 | 0.2 | i | 1.6 | -1.5 | -1
O=C(COC(=O)Cn1cnc2ccccc21)NCCC1=CCCCC1 | -3.8 | -7 | 3 | -0.6 | 0.6 | 6.2 | nt | -0.9 | 0
COc1ccc(/C=C/C(=O)c2cccc(-n3cnnn3)c2)cc1O | 0.5 | 11 | -9 | -0.2 | 0.3 | i | -0.2 | -2.8 | 4
O=C(c1cccc(N2C(=O)C3C4C=CC(C4)C3C2=O)c1)N1CCN(c2ccccc2)CC1 (stereo not drawn) | 1.0 | -5 | 12 | -5.8 | 0.2 | -0.1 | 0.8 | nt | -2
CC(C)C(OC(=O)c1ccco1)C(=O)NCc1ccco1 (stereo not drawn) | 1.7 | -6 | 1 | 0.8 | 0.3 | 1.1 | nt | -1.5 | 0
COc1ccc(CNC(=O)CN2CCN(c3cccc(C)c3C)CC2)cc1 | -2.7 | -7 | 10 | 1.7 | -0.7 | -5.6 | 2.5 | 0.6 | 2
